# hIAP inh: human IAP inhibition; purified IAP, CDP-Star luminescence, 30 min; 0.12% of 330,000 active; AID 2544; P09923; inhibition, % at 10 µM;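 active means inhibition reaching a set limit with compound at 10 µM in the primary screen, cut at about 35% in these data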;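 further: plate controls were DMSO wells with enzyme for no effect and no-enzyme buffer wells for full effect; values of inactives mirror those of a sister screen read the other way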
# Target sequence (P09923 whole entry, looked up): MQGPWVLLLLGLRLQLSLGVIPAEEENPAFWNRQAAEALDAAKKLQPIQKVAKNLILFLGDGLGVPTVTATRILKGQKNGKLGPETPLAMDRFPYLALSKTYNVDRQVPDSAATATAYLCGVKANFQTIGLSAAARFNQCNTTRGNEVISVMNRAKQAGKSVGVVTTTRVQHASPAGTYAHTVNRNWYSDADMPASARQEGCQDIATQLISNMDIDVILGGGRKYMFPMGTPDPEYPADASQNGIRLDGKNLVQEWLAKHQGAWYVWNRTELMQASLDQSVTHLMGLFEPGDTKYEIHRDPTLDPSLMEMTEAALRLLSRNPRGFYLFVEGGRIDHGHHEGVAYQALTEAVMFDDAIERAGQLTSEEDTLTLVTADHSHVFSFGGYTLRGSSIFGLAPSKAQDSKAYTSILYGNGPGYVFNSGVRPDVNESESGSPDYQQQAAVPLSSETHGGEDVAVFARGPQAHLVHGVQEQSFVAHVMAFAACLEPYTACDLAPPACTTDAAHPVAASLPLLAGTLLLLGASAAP
# APOBEC3A inh: human APOBEC3A DNA deaminase inhibition | P31941 | recombinant A3A, FAM/TAMRA ssDNA deamination fluorescence | inhibition, % at 20 µM | 0.41% of 330,000 active | AID 493011;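 active means at least 40% inhibition at 20 µM here, with at most 30% in a related deaminase screen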;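 further: plate controls were A3A with DMSO for no effect and wells lacking A3A enzyme for full effect; some results filed as inactive read as strong as hits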
# Target sequence (P31941 whole entry, looked up): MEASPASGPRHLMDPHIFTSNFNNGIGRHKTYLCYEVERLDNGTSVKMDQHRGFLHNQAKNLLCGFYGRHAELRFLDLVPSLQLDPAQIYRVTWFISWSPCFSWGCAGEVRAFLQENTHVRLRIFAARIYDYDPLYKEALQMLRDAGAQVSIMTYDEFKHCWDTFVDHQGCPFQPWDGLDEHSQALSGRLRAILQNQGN
# APOBEC3G inh: inhibitors of human APOBEC3G DNA deaminase. AID 493012. inhibition, % at 20 µM. 0.28% of 330,000 active. recombinant A3G, ssDNA deamination FAM/TAMRA fluorescence;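 active means inhibition of at least 40% at 20 µM, with no more than 30% in the related APOBEC3A deaminase screen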;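 further: plate controls were DMSO wells with A3G for no effect and wells lacking A3G enzyme for full effect; some compounds called inactive have numbers as strong as hits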
# beta cell repl: MIN6 beta-cell proliferation induction. MIN6 cells proliferation, ATPlite luminescence, 48 h; cells starved in 0.2% serum; 100% = growth in 10% serum. proliferation, % at 10 µM. 0.29% of 330,000 active;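 active means compounds whose signal lies at least 3.5 SD above the mean of all wells on their plate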;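 further: 0% = DMSO-treated cells in low-serum medium and 100% = 10% serum control; some compounds called inactive have numbers as strong as hits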
# hIAP act: human IAP activation; activation factor at 10 µM; 0.16% of 330,000 active; AID 2524; P09923; purified human IAP, CDP-Star luminescence, 30 min; hits give high values; 1 = vehicle-only enzyme, 0 = enzyme-free background;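 active means activation factor of the enzyme at least 2-fold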; further: the source names both 10 and 20 µM as test concentration; values of inactives mirror those of a sister screen read the other way
# NLRP3 yeast inh: blocks the NALP3 inflammasome reconstituted in yeast; Yeast reconstituted NLRP3/ASC/caspase-1, beta-gal luminescence, 24 h; inhibition, % at 10 µM; 0.39% of 330,000 active;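 active means inhibition of 50% or more; inactive means inhibition below 50%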;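 further: plate controls were induced DMSO wells for no effect and uninduced yeast grown without galactose for full effect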
# SENP1 FRET inh: blocks the human SENP1 SUMO protease catalytic domain; recombinant SENP1 catalytic domain, CyPet-SUMO1-YPet FRET cleavage; inhibition, % at 10 µM; 0.21% of 360,000 active;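 active means inhibition at least 30% at 10 µM, raw YFP signal under a set limit, fluorescence ratio 0.5 to 1.5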;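 further: 0% = enzyme with DMSO and 100% = no enzyme wells; some results filed as inactive read as strong as hits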
# Target sequence (Q9P0U3 419-644 limits assumed): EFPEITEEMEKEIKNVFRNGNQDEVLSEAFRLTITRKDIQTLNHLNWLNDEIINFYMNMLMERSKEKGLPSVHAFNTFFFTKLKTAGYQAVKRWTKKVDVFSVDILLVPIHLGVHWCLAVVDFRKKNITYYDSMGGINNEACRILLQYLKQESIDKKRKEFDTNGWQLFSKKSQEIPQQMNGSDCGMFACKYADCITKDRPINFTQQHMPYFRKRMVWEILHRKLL
#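 Test system: human SENP1 catalytic domain; medium: Tris pH 8 buffer plus EDTA, NaCl, BME, BSA, NP40, catalase; incubation: 50 min reaction at room temperature; technique: FRET, CFP and YFP emission; controls: no-enzyme low control and enzyme-plus-DMSO high control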
# mIAP inh: blocks mouse intestinal alkaline phosphatase | 0.2% of 330,000 active | purified mouse IAP, CDP-Star luminescence, 30 min | inhibition, % at 10 µM;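 active means inhibition of at least 40% at 10 µM in the primary screen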;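 further: plate controls were DMSO with enzyme for no effect and no enzyme wells for full effect; values of inactives mirror those of a sister screen read the other way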
# mIAP act: increases mouse intestinal alkaline phosphatase activity | activation factor at 10 µM | muIAP, CDP-Star luminescence, 30 min; hits give high values; 1 = vehicle-only enzyme signal, 0 = enzyme-free wells | AID 2805 | 0.24% of 330,000 active;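 active means activation factor of at least 2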; further: the source names both 10 and 20 µM as test concentration; values of inactives mirror those of a sister screen read the other way
#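 also added = chemiluminescent substrate CDP-Star | test system = mouse IAP enzyme | signal = chemiluminescence readout | compound = DMSO-dissolved test compounds | incubation = 30 min at room temperature | benchmarks = DMSO wells, no-enzyme wells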
# The depositor's hits bear a star; · = not tested or not shown.
SMILES,hIAP inh,APOBEC3A inh,APOBEC3G inh,beta cell repl,hIAP act,NLRP3 yeast inh,SENP1 FRET inh,mIAP inh,mIAP act
COc1cc(C)cc(C(=O)O)c1C1=C(O)c2cccc(O)c2C(=O)C1=O,14,35,20,0,0.86,-5,-4,23,0.77
COc1ccc(NC(=O)CN(Cc2ccccc2)S(C)(=O)=O)cc1,1,-2,-5,0,0.99,10,2,-3,1
CCOc1ccccc1NC(=O)c1ccc(OCC)c([N+](=O)[O-])c1,-6,3,-6,-2,1.1,11,2,-3,1
O=C(OCc1nnc(-c2ccc([N+](=O)[O-])cc2)o1)C1CCN(C(=O)c2ccc(F)cc2)CC1,-12,-1,-10,4,1.1,-3,-2,-3,1
N#CC1=C(N)Oc2c(ccc3ccccc23)C1c1ccsc1 (configuration not stated),13,-3,-5,-6,0.87,-1,-33,-1,1
CCOC(=O)N1CCC(NS(=O)(=O)c2cc3c(cc2C)NC(=O)CO3)CC1,-35,-6,-9,1,1.3,6,2,-8,1.1
N#Cc1c(N2CCCCC2)nc(N)c2c(N)nc3c(c12)CC(c1ccccc1)O3 (configuration not stated),0,-4,-8,0,1,-7,-16,-16,1.2
COc1ccc(Cl)cc1NC(=O)COC(C)=O,9,0,-5,-4,0.91,19,-2,16,0.84
Cn1c(CO)cnc1SCc1ccc(Cl)cc1,-11,-19,-5,-3,1.1,-12,1,14,0.86
CCn1c(-c2cccc(Br)c2)n[nH]c1=S,2,1,47*,-2,0.98,21,0,8,0.92
O=C(NC(=S)NNC(=O)c1ccco1)c1ccccc1,-103,-2,8,-1,2*,15,0,27,0.73
NS(=O)(=O)c1ccc(CCNC(=O)COC(=O)C2COc3ccccc3O2)cc1 (configuration not stated),0,-3,-6,1,1,-2,1,26,0.74
O=C1CSC(=Nc2ccc(Cl)cc2)N1,-11,-2,-9,1,1.1,34,-4,0,1
COc1ccccc1N1CCN(C(=O)c2ccc(N3CCCC3=O)cc2)CC1,-6,-5,-4,-2,1.1,12,-5,12,0.88
Cc1ccc(C(=O)Nc2cc(-c3ccn[nH]3)c(C)n(N)c2=O)cc1,-12,1,-1,-3,1.1,15,-1,3,0.97
O=C(Cc1csc(Nc2nc(=S)[nH]c3ccccc23)n1)N1CCN(c2cccc(C(F)(F)F)c2)CC1,-33,2,-3,-7,1.3,4,-33,8,0.92
CCC(C(=O)NCCCN1CCN(CCCNC(=O)C(CC)c2ccccc2)CC1)c1ccccc1 (configuration not stated),-4,-2,-6,-2,1,18,1,-14,1.1
Cc1ccc2c(c1)c1nnc(SCC(=O)NC3CC3)nc1n2C,-4,3,5,-2,1,10,1,5,0.95
Cc1ccsc1/C=N/NC(=O)c1nnn(-c2nonc2N)c1CSc1ccccc1,-26,-2,-3,-2,1.3,9,1,-5,1
CSc1nc(N)cc(=O)[nH]1,-7,-6,-6,-4,1.1,-12,2,-17,1.2
O=C(NCCc1c[nH]c2ccccc12)/C(=C\c1ccco1)NC(=O)c1ccco1,-10,-7,-9,-3,1.1,6,1,-2,1
COc1ccc(S(=O)(=O)N2CCCCC2)cc1NC(=O)CCCOc1ccc(C)cc1,3,-5,-6,-3,0.97,5,-1,4,0.96
CCOc1ccc(S(=O)(=O)N(CC(=O)Nc2cc(C)on2)Cc2ccccc2Cl)cc1,18,2,4,-3,0.82,5,-1,-16,1.2
NC(=O)c1ccccc1NC(=O)CC12CC3CC(CC(Br)(C3)C1)C2,-7,0,-10,3,1.1,12,0,3,0.97
Cc1ccc(Cn2c(SCC(=O)N(C)C3CCS(=O)(=O)C3)nc3ccccc3c2=O)cc1 (configuration not stated),5,-2,-9,0,0.95,6,-1,1,0.99

# A few values from the list:
# For APOBEC3G inh, `Cc1ccc(Cn2c(SCC(=O)N(C)C3CCS(=O)(=O)C3)nc3ccccc3c2=O)cc1` (configuration not stated) has the entry -9
# For hIAP act, `O=C(NC(=S)NNC(=O)c1ccco1)c1ccccc1` has the entry 2*
# For mIAP act, `O=C(NCCc1c[nH]c2ccccc12)/C(=C\c1ccco1)NC(=O)c1ccco1` has the entry 1
# For mIAP inh, `Cc1ccc2c(c1)c1nnc(SCC(=O)NC3CC3)nc1n2C` has the entry 5
# For mIAP act, `COc1ccc(S(=O)(=O)N2CCCCC2)cc1NC(=O)CCCOc1ccc(C)cc1` has the entry 0.96

# Record cards (already shown).
# CCOC(=O)N1CCC(NS(=O)(=O)c2cc3c(cc2C)NC(=O)CO3)CC1 is listed with hIAP inh = -35; APOBEC3A inh = -6; APOBEC3G inh = -9; beta cell repl = 1; hIAP act = 1.3; NLRP3 yeast inh = 6; SENP1 FRET inh = 2; mIAP inh = -8; mIAP act = 1.1
# Cc1ccsc1/C=N/NC(=O)c1nnn(-c2nonc2N)c1CSc1ccccc1 is listed with hIAP inh = -26; APOBEC3A inh = -2; APOBEC3G inh = -3; beta cell repl = -2; hIAP act = 1.3; NLRP3 yeast inh = 9; SENP1 FRET inh = 1; mIAP inh = -5; mIAP act = 1
# CCOc1ccccc1NC(=O)c1ccc(OCC)c([N+](=O)[O-])c1 is listed with hIAP inh = -6; APOBEC3A inh = 3; APOBEC3G inh = -6; beta cell repl = -2; hIAP act = 1.1; NLRP3 yeast inh = 11; SENP1 FRET inh = 2; mIAP inh = -3; mIAP act = 1

# The list continues.
SMILES,hIAP inh,APOBEC3A inh,APOBEC3G inh,beta cell repl,hIAP act,NLRP3 yeast inh,SENP1 FRET inh,mIAP inh,mIAP act
OCC1(CCc2ccccc2)CCN(Cc2c(F)ccc(F)c2F)CC1,4,-1,-6,-1,0.96,27,1,6,0.94
Cc1ccc(NC(=O)Nc2c(C)[nH]c(=O)[nH]c2=O)cc1Cl,-9,2,-1,0,1.1,5,3,-5,1
COc1ccc(S(=O)(=O)N2CCN(c3ccc(F)cc3)CC2)cc1C(=O)N1CCOCC1,0,-3,-1,1,1,16,2,9,0.91
CC(=O)Nc1ccc(C(=O)N/C(=C\c2ccccc2)C(=O)Nc2cccc(C(=O)O)c2)cc1,-3,1,-2,-1,1,-6,-64,-2,1
O=C1C=C(NNC(=O)c2cccnc2)CC(c2ccco2)C1 (configuration not stated),-10,7,-6,-1,1.1,25,20,16,0.84
CC(O)CNc1nc2ccccc2n1-c1ncnc2sc3c(c12)CCC3 (configuration not stated),-8,-1,-1,-6,1.1,8,-4,-44,1.4
Cc1ccc([N+](=O)[O-])cc1N(CC(=O)NCC1CCCO1)S(C)(=O)=O (configuration not stated),-8,3,-1,0,1.1,16,2,10,0.9
CCCCOC(=O)C1=C(N)N2C(=O)C(C)SC2=C(C(=O)OCC)C1c1ccc(O)c(OC)c1 (configuration not stated),4,-3,-3,-2,0.96,-13,-14,0,1
CC1(C)Cc2ccccc2C(NN=C2CCCC2)=N1,-7,3,-3,-1,1.1,18,1,-2,1
NC(=NC(=O)c1ccccc1)C1=C(O)CCC1=O,-18,-17,-5,1,1.2,-7,0,-3,1
O=C(Nc1sc2c(c1C(=O)NC1CC1)CCCCCC2)c1ccco1,19,4,-1,4,0.81,6,-5,2,0.98
CCOC(=O)c1ccc(NC(=O)c2c(Cl)cc(C)nc2C)cc1,-7,-7,-9,-2,1.1,15,2,0,1
CC(C(=O)N1CCc2ccccc21)N1CCN(Cc2ccccc2)CC1 (configuration not stated),16,-1,0,0,0.84,24,2,-12,1.1
COC(=O)C1=C(C(=O)OC)[C@@H]2N(Cc3ccccc3)c3ccccc3[C@@]23C[C@@H](C(=O)OC)N(C(C)=O)C3=N1,-8,-1,-15,-3,1.1,-4,1,2,0.98
CC(C)C[C@@H]1NC(=O)[C@H](Cc2ccccc2)N(C)C(=O)[C@H](C)NC(=O)c2ccccc2NC(=O)[C@H](Cc2ccc(O)cc2)N(C)C1=O,0,-1,-10,-3,1,10,0,6,0.94
Cc1ccc(C(=O)Nc2ccc3c(c2)OCO3)cc1Cl,-24,4,34,-6,1.2,19,0,-5,1.1
Cc1ccccc1NC(=O)CSc1nc2ccccc2c(=O)n1C,21,-2,2,1,0.79,25,1,-2,1
COc1ccccc1N(Cc1cc(=O)[nH]c2ccccc12)C(C)=O,3,3,-2,-3,0.97,11,0,9,0.91
CC1=C(C#N)C(NC(=O)c2ccco2)(C(F)(F)F)C(=O)N1 (configuration not stated),3,2,-1,-1,0.97,10,2,3,0.97
O=C(CN1CCC2(CC1)OCCO2)c1c[nH]c2ccccc12,-1,1,2,-1,1,14,·,-4,1
CCOC(=O)c1ccccc1NC(=O)CN(c1ccccc1OC)S(C)(=O)=O,-4,-3,-6,-2,1,1,-1,-12,1.1
CC1=CC(C)C(C(=O)O)C(C(=O)Nc2cccnc2)C1 (configuration not stated),9,1,-6,0,0.91,3,1,4,0.96
COCCCNc1nc2c(-c3cccc(C)c3)nnn2c2ccc(Cl)cc12,-11,2,-7,5,1.1,17,-26,-27,1.3
CSc1cccc(NC(=O)c2nnn(Cc3ccccc3)c2N)c1,4,10,-4,-1,0.96,-38,1,-15,1.1
CC[C@H](C)[C@@H](NC(=O)O[C@@H]1C(=O)c2cc(Br)ccc2O[C@H]1c1cccc(OC)c1)C(=O)OC,9,-2,-4,-6,0.91,5,·,-4,1

# hIAP act: entries above that show a hit
smiles	hIAP inh	APOBEC3A inh	APOBEC3G inh	hIAP act	NLRP3 yeast inh	SENP1 FRET inh	mIAP inh	mIAP act
O=C(NC(=S)NNC(=O)c1ccco1)c1ccccc1	-103	-2	8	2*	15	0	27	0.73

# Following part.
SMILES,hIAP inh,APOBEC3A inh,APOBEC3G inh,beta cell repl,hIAP act,NLRP3 yeast inh,SENP1 FRET inh,mIAP inh,mIAP act
CCOCCCNCc1cc(Br)ccc1OCC,1,-7,-2,2,0.99,4,2,-18,1.2
O=C(Nc1ccccc1)C1(c2ccccc2)CC1(Cl)Cl (configuration not stated),-6,-5,-5,-3,1.1,18,0,-21,1.2
COC(=O)[C@]1(C)N[C@H](c2ccc(SC3CCCCC3)c(OC)c2)[C@@H]2C(=O)N(C)C(=O)[C@@H]21,9,0,-5,-2,0.91,13,3,-2,1
O=C(CSc1nc2c([nH]c3ccccc32)c(=O)n1-c1ccccc1)N1CCOCC1,-14,-1,-8,-4,1.1,18,3,-14,1.1
Cc1ccc(C)c(N2CCN(C(=O)Cn3ncn4cccc4c3=O)CC2)c1,-3,-6,-14,-2,1,-5,3,-8,1.1
O=C(CNc1cc(S(=O)(=O)N2CCCC2)ccc1OCC(F)(F)F)Nc1cc(Cl)cc(Cl)c1,-12,6,-2,-2,1.1,5,·,-35,1.3

# 3 entries out of the list, ordered by length of the SMILES, descending.
SMILES,hIAP inh,APOBEC3A inh,APOBEC3G inh,beta cell repl,hIAP act,NLRP3 yeast inh,SENP1 FRET inh,mIAP inh,mIAP act
O=C(CSc1nc2c([nH]c3ccccc32)c(=O)n1-c1ccccc1)N1CCOCC1,-14,-1,-8,-4,1.1,18,3,-14,1.1
Cc1ccc(C)c(N2CCN(C(=O)Cn3ncn4cccc4c3=O)CC2)c1,-3,-6,-14,-2,1,-5,3,-8,1.1
O=C(Nc1ccccc1)C1(c2ccccc2)CC1(Cl)Cl (configuration not stated),-6,-5,-5,-3,1.1,18,0,-21,1.2

# Only part of the results is shown; count on the stated rates, not on these rows.
